# Assay outcomes (PubChem BioAssay)
# SR-BI DiI inh: blocks mouse SR-BI lipid uptake from DiI-HDL | Q61009 | 0.96% of 320,000 active | ldlA[mSR-BI] CHO cells, DiI-HDL uptake fluorescence, 3 h | inhibition, % at 12.5 µM | AID 488896;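 active = mean replicate inhibition of at least 70% and a set share of replicates each scoring 70 or more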;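 note: 0% = median of neutral control wells and 100% = median of positive control wells; values of inactives mirror those of a sister screen read the other way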
# SR-BI DiI-HDL act: SR-BI HDL lipid transfer activation; CHO ldlA[mSR-BI] cells, DiI-HDL uptake fluorescence, 3 h; 100 = double the neutral-control signal; activation, % at 12.5 µM; 0.096% of 320,000 active; AID 504775;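 active = mean replicate activation of at least 60% and every replicate at or above 60%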;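 note: 0% = median plate neutral-control signal and 100% = twice that signal; values of inactives mirror those of a sister screen read the other way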
#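 Material: SR-BI-overexpressing, LDLR-lacking CHO cells | Dosing: Single compound concentration, delivered by pin transfer | Probe or stimulus: Labelled HDL, 10 µg/mL | Signal: Bottom-read cell fluorescence after medium removal, ex 550/em 595 nm | Schedule: 3 h, 37 °C | Evaluation: HDL uptake via cellular fluorescence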
# NSD2 HMT inh: blocks human histone methyltransferase NSD2 | O96028 | NSD2 peptide methylation, AlphaScreen, 120 min | inhibition, % at 12.5 µM | 0.54% of 310,000 active; in the data active = inhibition above about 50%
# PKA-R1A act: activates the PKA-R1A holoenzyme complex; PKA-R1A dissociation, Cy5-IP20 fluorescence polarization; scaled: DMSO 0%, 113 µM cGMP 100%; activation, % at 11.4 µM; 0.083% of 340,000 active; AID 504707;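 active = percent activation above the mean of all tested compounds plus 3 SD, cut at about 19% in these data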;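 note: higher means more PKAc released from R1A so a rise in polarization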
# Mot1-301 SUMO: blocks SUMOylation pathway, rescuing yeast Mot1-301 growth; S. cerevisiae Mot1-301 growth rescue, ATP luminescence, 38.5C; percent above DMSO median, 100 means doubled; growth rescue, % at 18.8 µM; 1% of 320,000 active; AID 2716;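 active = every valid replicate shows activation above 250% relative to neutral control wells; inactive = the rest, any valid replicate at or below 250%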;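 note: OY570 slx delta 5 strain wells were the positive control but not used for scaling; some compounds called inactive have numbers as strong as hits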
# MITF act: MITF TRPM1 promoter activation in melanoma cells. activation, % at 12.5 µM. AID 588334. SK-MEL-5 TRPM1-promoter luciferase, 24 h; % of positive control, neutral wells = 0. 0.75% of 300,000 active;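 active = mean activation of at least 80% with every replicate also reaching 80%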;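 note: 0% = neutral control wells and 100% = parthenolide positive control wells; values of inactives mirror those of a sister screen read the other way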
# DSG3 Ab inh: inhibitors of pemphigus antibody binding to human desmoglein-3 | P32926 | DSG3-coupled beads, scFv-anti-DSG3-GFP binding, flow cytometry; active compounds read low | binding (percent of control), % at 10 µM | 0.48% of 310,000 active | AID 588358;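 active = binding more than 3 SD below its plate's average and above zero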;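 note: hits lower antibody fragment binding to DSG3; some compounds called inactive have numbers as strong as hits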
# CDK5 inh: blocks human CDK5/p35 kinase activity; Q00535+Q15078; 0.01% of 330,000 active; Recombinant CDK5/p35, ADP-Glo luminescence, 60 min; inhibition, % at 10 µM;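 active = highest replicate inhibition of at least 50% and at least 75% of replicates reaching 50%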;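 note: plate controls were DMSO neutral control for no effect and GW8510 at 10 µM for full effect; many of its hits are not listed in these tables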
# Target sequence (Q00535 whole entry, looked up): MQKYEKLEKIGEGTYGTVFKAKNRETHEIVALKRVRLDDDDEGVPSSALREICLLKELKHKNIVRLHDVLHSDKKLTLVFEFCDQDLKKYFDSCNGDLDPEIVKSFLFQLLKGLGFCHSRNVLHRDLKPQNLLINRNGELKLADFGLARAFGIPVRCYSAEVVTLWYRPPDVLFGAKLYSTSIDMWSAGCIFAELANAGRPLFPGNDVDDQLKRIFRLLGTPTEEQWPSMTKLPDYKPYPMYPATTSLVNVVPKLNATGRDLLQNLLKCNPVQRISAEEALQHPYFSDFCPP
# Target sequence (Q15078 whole entry, looked up): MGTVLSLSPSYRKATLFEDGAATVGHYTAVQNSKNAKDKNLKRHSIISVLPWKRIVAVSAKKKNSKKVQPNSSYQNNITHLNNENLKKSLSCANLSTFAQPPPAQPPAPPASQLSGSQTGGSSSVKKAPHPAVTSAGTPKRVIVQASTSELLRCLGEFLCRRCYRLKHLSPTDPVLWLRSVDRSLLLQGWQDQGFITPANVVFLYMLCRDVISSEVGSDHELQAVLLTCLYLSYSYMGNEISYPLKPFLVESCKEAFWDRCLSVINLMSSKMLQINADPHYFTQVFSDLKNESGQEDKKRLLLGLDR
# PKA-R2B activ: activates the human PKA-R2B holoenzyme complex; P22694+P31323; PKA-R2B holoenzyme dissociation, Cy5-IP20 fluorescence polarization; R2B truncated from residue 108, S112A mutant; 0% DMSO only, 100% 113 µM cGMP; activation, % at 11.4 µM; 0.079% of 340,000 active; AID 504700;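 active = activation above a cutoff set at the mean over all compounds plus 3 SD, cut at about 18% in these data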;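 note: higher means more holoenzyme dissociation and a rise in polarization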
# dFosB act: activators of mouse delta FosB homodimer | activation, % at 25 µM | P13346 | 0.99% of 340,000 active | purified delta FosB, TAMRA-CDK5 oligo fluorescence polarization; percent of positive-control signal above neutral wells;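 active = mean activation above about 17%, with every replicate also reaching it, limit read from the data, passing the limit was not always enough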;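 note: fluorescence polarization rise as delta FosB binds a TAMRA Cdk5 AP-1 oligo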
# Target sequence (P13346 whole entry, looked up): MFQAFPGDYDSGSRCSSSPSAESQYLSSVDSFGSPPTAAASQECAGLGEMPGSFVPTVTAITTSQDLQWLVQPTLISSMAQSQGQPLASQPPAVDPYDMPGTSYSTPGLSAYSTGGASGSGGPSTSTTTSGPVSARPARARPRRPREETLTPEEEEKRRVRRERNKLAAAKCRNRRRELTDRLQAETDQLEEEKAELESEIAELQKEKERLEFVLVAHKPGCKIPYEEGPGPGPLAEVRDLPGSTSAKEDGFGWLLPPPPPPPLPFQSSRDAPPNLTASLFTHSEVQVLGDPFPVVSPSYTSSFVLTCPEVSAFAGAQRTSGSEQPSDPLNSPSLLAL
# Arr AP2 block: blocks beta-arrestin peptide binding to AP2 adaptin; FITC-arrestin peptide / GST-AP2 beads, flow cytometry; AP2 beta2 appendage carries R879A mutation; inhibition, % at 10 µM; 0.31% of 340,000 active;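 active = inhibition above a set limit, near 3 SD of compounds lacking own fluorescence, cut at about 54% in these data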;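 note: plate controls were DMSO wells for no effect and 5 µM unlabelled arrestin peptide for full effect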
#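 Material – GST-tagged AP2 beta2-adaptin appendage (R879A) on 4 µm glutathione beads · Probe or stimulus – fluorescein-tagged arrestin peptide at 50 nM final · Timing – 12 min plus 1 h, RT · Detection – bead flow cytometry, FITC channel · Read-out basis – inhibition as reduced fluorescein signal on beads, percent · Medium – PBS plus Tween 20 (0.05%) and BSA (0.1%)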
# Numbers without * were called inactive; x = no result given; & = joins results of further samples.
SMILES,SR-BI DiI inh,SR-BI DiI-HDL act,NSD2 HMT inh,PKA-R1A act,Mot1-301 SUMO,MITF act,DSG3 Ab inh,CDK5 inh,PKA-R2B activ,dFosB act,Arr AP2 block
COc1cc(CC(=O)NC(c2ccccc2)c2ccccc2)cc(OC)c1OC,x,x,6,-3,-14,-3,x,0.4,7,-9,-10
NC(=O)CN1C(=O)C(=O)N(Cc2ccc(F)cc2)C1=O,-1,1,-1,-8,474,-6,x,-0.7,-3,-6,-7
Cc1ccc(SCCC(=O)Nc2nccs2)cc1,x,x,-4,7,-8,25,105,-0.3,-6,-7,6
COc1ccc(CNC(=O)N2CCN(S(=O)(=O)c3ccccc3F)CC2)cc1,-5,5,-4,-3,-16,7,111,0.7,-2,-8,-7
CCN(C(=O)COC(=O)c1ccco1)c1c(N)n(Cc2ccccc2)c(=O)[nH]c1=O,-22,22,-1,-2,0,4,100,-0.3,-4,1,-16
CC1(C)Cc2c(sc(NC(=O)c3ccc(C(=O)c4ccccc4)cc3)c2C(N)=O)C(C)(C)N1,-35,35,-1,-4,-4,-41,99,-0.1,2,44*,52
O=C(NNC(=O)c1cc(O)c(O)c(O)c1)NC1CCCCC1,-17,17,2,8,10,-5,109,-0.5,8,-7,x
Cc1sc(NC(=O)c2ccco2)c(CN2CCCCC2)c1C,-20,20,1,-5,1,x,x,0.9,5,-8,-2
N#Cc1c(-c2cccs2)nc(SCC(=O)c2ccc(Br)cc2)[nH]c1=O,10,-10,11,2,4,x,104,-0.1,8,-23,4
Cc1cc(NC(=O)CSCC(=O)OCc2nnc(-c3ccc(F)cc3)o2)no1,-8,8,0,-3,5,9,94,-0.6,-2,-1,-7
COc1ccccc1CN1CC(C(=O)NCc2c(F)ccc(C)c2F)CCC1=O (configuration not stated),11,-11,0,-8,-8,80,103,0.8,-3,-5,9
O=C(CC12CC3CC(CC(Br)(C3)C1)C2)NCc1ccccc1,-5,5,-2,-7,2,2,106,-0.2,-5,-6,0
Cc1cc(S(=O)(=O)N2CCCC2)c(C)s1,-22,22,-1,-3,5,x,94,1.1,-4,-3,11
Cc1ccc(/C=N\NC(=O)CNC(=O)C23CC4CC(CC(C4)C2)C3)o1,-1,1,2,0,170,0,98,-0.2,-7,-8,35
Cc1nc2cc(NC(=O)N3CC4(C)CC3CC(C)(C)C4)ccc2n1C (configuration not stated),-16,16,7,-3,-18,-1,96,-0.3,-16,2,-1
CC(=O)c1cc(C#N)c(N2CCCC2)nc1C,1,-1,1,-8,125,-10,78,-1.1,-8,-5,-31
Cc1ccc(N2CCN(S(=O)(=O)c3c(C)nc4scc(C)n4c3=O)CC2)c(C)c1,-25,25,-1,-10,-10,10,101,1.0,3,-5,54
Cc1c(NC(=O)N(C)c2ccccc2)c(=O)n(-c2ccccc2)n1C,4,-4,-2,-13,7,x,115,-0.7,-5,4,46
O=C(O)c1ccc(-n2ncc3c2/C(=C/c2cccc([N+](=O)[O-])c2)CC3)cc1,x,x,2,1,-1,138*,91,-0.8,-6,-4,6
CCCCn1c(CNC(C)=O)nc2ccccc21,-9,9,x,16,4,-15,104,-1.0,2,3,3
Cc1ccc(-c2cc(N)n(Cc3ccc(Cl)cc3)n2)cc1,4,-4,0,-5,16,x,108,-1.5,4,-2,-13
CC(NC(=S)NC(=O)c1cccs1)c1ccccc1 (configuration not stated),-8,8,-1,-1,88,-5,97,2.5,-5,-8,-3
CC(=O)c1cc(F)ccc1OCC(=O)N1CCN(c2ccc(F)cc2)CC1,18,-18,0,-4,-1,-7,97,-0.4,-4,-2,-3
CNC(=O)CCn1nc(-c2ccc(Cl)cc2)c2ccccc2c1=O,32,-32,0,3,4,-4,107,-1.0,6,2,33
CCC(=O)NC1CC2CCCC(C1)N2Cc1ccc(C)cc1 (configuration not stated),-14,14,0,5,17,12,88,0.8,-12,-7,9
O=C(Nc1nnc(Cc2ccccc2)s1)C1CCC1,-20,20,0,-9,0,x,94,1.3,-3,1,34
Clc1ccc(CO/N=C2\CCCc3nonc32)c(Cl)c1,15,-15,-3,1,8,-2,110,0.5,1,-5,-9
Cc1cc(NC(=O)CSc2nnc(C)c(=O)n2N)no1,14,-14,-4,8,5,3,96,0.5,1,-5,18
Clc1ccc(-c2nnc(-c3ccc(Br)o3)o2)c(Cl)c1,11,-11,-1,-3,2,126*,112,1.2,4,-4,-4
Cc1cc(C)c(S(=O)(=O)NCC2CCC(C(=O)NCCCN3CCOCC3)CC2)c(C)c1 (configuration not stated),6,-6,-1,-3,x,11,x,-2.0,-8,0,1
CCOc1ccc(NC(=O)COc2ccc(S(=O)(=O)N3CCCC3)cc2)cc1,28,-28,-2,-2,0,3,106,0.7,-6,-11,13
COc1ccc(-n2c(SCC(=O)N3CCOCC3)nc3ccccc3c2=O)cc1,-12,12,-5,-6,17,2,98,0.5,-4,-1,-12
CCC(CC)NCC(O)COc1ccc(Br)cc1 (configuration not stated),-11,11,19,1,-16,-2,x,0.3,0,-1,53
O=C(Cc1ccccc1)Nc1c(C(=O)N2CCOCC2)cnn1-c1ccccc1,-19,19,29,-2,3,-5,102,-18,1,-6,0
Cc1ccc(-c2nc(CSCC(=O)N3CCCC3)c(C)o2)cc1,x,x,1,-12,11,x,98,-3.9,-8,-4,-1
COc1cc(C2C(C(=O)c3ccco3)=C(O)C(=O)N2c2cc(C)on2)cc(Br)c1O (configuration not stated),-1,1,1,-1,-8,x,103,1.2,4,-15,9
C(=C\c1nc(-c2ccncc2)no1)/c1ccccc1,-12,12,-7,-1,-5,70,103,1.6,1,-21,-10
CCOC(=O)C(CCCP(=O)(c1ccccc1)c1ccccc1)(NC(C)=O)C(=O)OCC,4,-4,60*,0,0,x,103,-2.6,2,-6,0
O=C(CC1SC(=Nc2ccccc2)N(CCCO)C1=O)Nc1ccc(Cl)cc1 (configuration not stated),15,-15,x,-6,163,-2,106,0.2,-17,-7,33
CC[C@@]1(c2ccccc2OC)ON(c2ccccc2C(F)(F)F)C1=O,15,-15,x,-7,41,-51,95,0.7,-13,3,-8
CC1(C)CC(=O)C/C(=N/NC(=O)c2ccc(-c3ccccc3)cc2)C1,20,-20,2,-8,2,17,96,0.8,2,-16,5
O=C(CN1C(=O)NC2(CCCC2)C1=O)Nc1ccc(F)c(Cl)c1,x,x,-2,-5,25,-3,x,0.3,-2,0,3
CCN(C(=O)COC(=O)CCOc1cc(C)ccc1C)c1c(N)n(Cc2ccccc2)c(=O)[nH]c1=O,43,-43,-3,-1,x,-13,92,1.6,2,-13,-4
O=S(=O)(NCc1csc(-c2cccnc2)n1)c1ccc(Br)cc1,-31,31,x,-6,9,4,107,2.6,3,-9,4
O=S(=O)(/N=C(/Nc1cc(N2CCOCC2)ncn1)c1ccc(F)cc1)c1ccccc1,-1&-12,1&12,-2,0&-4,-2,-4&36,92&91,-0.5&-2.2,0&-1,5&-6,-2&7
Cc1ccc(N(C)S(=O)(=O)c2cc3c(cc2C)NC(=O)CO3)cc1,-14,14,x,-9,-4,x,100,-0.8,4,-4,9
COc1cc(CNCCc2ccc(S(N)(=O)=O)cc2)ccc1OCC(=O)NC(C)(C)C,-17,17,-2,-6,-9,-9,100,-0.2,-12,3,33
Cc1ccc(-c2nnc(NC(=O)c3ccco3)s2)cc1,1,-1,-1,-10,4,57,x,-0.1,12,-2,-11
CCNC(=S)N1CCn2c(nc3ccccc32)C1,-17,17,0,4,238,-5,100,0.1,10,-7,-10
COC(=O)c1cc(C(=O)OC)n(Cc2ccc(Br)cc2)n1,-22,22,-5,-5,-12,10,x,2.1,6,0,4
CN(Cc1cn(C)nc1-c1ccccc1F)CC1CCN(Cc2ccccc2)CC1,x,x,7,-4,2,-12,106,2.5,-9,-10,6
Cc1csc(=O)n1CC(=O)Nc1ccc(Cl)cc1F,-5,5,-4,5,-2,0,105,1.2,0,1,7
CCCCn1c(N)c(N(CCOC)C(=O)COC(=O)C(C)Oc2ccc(Cl)cc2)c(=O)[nH]c1=O (configuration not stated),-25,25,36,-6,-7,10,101,-1.5,15,-9,1
COc1ccc(C)cc1NC(=O)CN(c1ccccc1F)S(C)(=O)=O,16,-16,-1,8,-17,2,97,0.7,-5,-2,7
COCCn1cnc2c1c(=O)n(CC(=O)c1ccc3c(c1)OCCO3)c(=O)n2Cc1ccccc1,x,x,1,3,x,2,89,0.4,-2,-16,9
COC(=O)c1ccc(N2C(=O)CC(N(C)Cc3ccccc3)C2=O)cc1 (configuration not stated),-4,4,-1,-6,9,0,119,1.6,9,-11,3
COC(=O)[C@]1(Cc2ccccc2)N[C@H](CN(C)C(=O)Nc2ccc(C)cc2)[C@@H]2C(=O)N(C)C(=O)[C@@H]21,1,-1,x,-7,-17,4,89,-0.7,1,8,28
O=C(COc1ccc(S(=O)(=O)Nc2ccccc2)cc1)NCc1ccncc1,-22,22,-3,4,3,5,76,-0.6,-3,1,-20
Cc1ccc(S(=O)(=O)Cn2nnnc2C(C(C)C)N2CCC(C(N)=O)CC2)cc1 (configuration not stated),3,-3,-7,1,7,4,102,0.2,1,-1,-4
Cc1nn(-c2cccc(Cl)c2)nc1C(=O)Nc1cccc(C(=O)NC2CC2)c1,55,-55,1,5,6,3,x,-1.0,-1,-5,-12
# Continuation.
SMILES,SR-BI DiI inh,SR-BI DiI-HDL act,NSD2 HMT inh,PKA-R1A act,Mot1-301 SUMO,MITF act,DSG3 Ab inh,CDK5 inh,PKA-R2B activ,dFosB act,Arr AP2 block
COc1ccc(C2=CSC3=NCCN23)cc1F,-4,4,x,-3,-7,-2,100,1.4,-6,-2,-3
COc1ccc(CNC(=O)CSc2nnc3c(n2)[nH]c2ccc(F)cc23)cc1,x,x,-3,2,-4,5,117,1.1,4,-2,21
CC(C)c1ccc(CN(C(=O)c2ccco2)C2CCS(=O)(=O)C2)cc1 (configuration not stated),-5,5,0,-1,260,1,107,0.5,-6,-1,-23
Oc1ccccc1-c1nc(NCC2CCCO2)c2ccccc2n1 (configuration not stated),-51,52,4,-7,-9,x,104,-0.7,-5,-5,-4
COc1cc(N/C(=N/S(=O)(=O)c2ccccc2)c2ccccc2)ncn1,-44,44,1,-4,-5,x,110,-0.4,-5,4,3
CCn1c(C)cc(/C=C2\NC(=O)N(CC(=O)Nc3ccc(F)cc3)C2=O)c1C,9,-9,-1,6,7,-5,104,0.7,0,-12,-9
